# Growth percent in the NCI-60 one-dose screen (48 h, 10 µM unless noted): 100 = growth as untreated, 0 = no growth, -100 = all killed.
# COLO 205 = COLO 205 colon cancer; actives 7.3% (n = 79,000)
# NCI-H322M = NCI-H322M lung cancer; actives 2.7% (n = 80,000); AID 1794733
# NCI-H460 = NCI-H460 lung cancer; actives 6.8% (n = 82,000)
# NCI-H226 = NCI-H226 lung cancer. actives 3.5% (n = 79,000)
# NCI/ADR-RES = NCI/ADR-RES ovarian cells | actives 4.4% (n = 81,000) | AID 1794790
# IGROV1 = IGROV1 ovarian cancer | actives 4.7% (n = 79,000)
# NCI-H522 = NCI-H522 lung cancer | actives 8% (n = 78,000) | AID 1794739
# NCI-H23 = NCI-H23 lung cancer | actives 4% (n = 80,000)
# SK-OV-3 = SK-OV-3 ovarian cancer cells; actives 3.2% (n = 80,000)
# The depositor's hits bear a star; . = no result given. Rule for the calls: active = growth percent below 10; inactive = the rest.
SMILES,COLO 205,NCI-H322M,NCI-H460,NCI-H226,NCI/ADR-RES,IGROV1,NCI-H522,NCI-H23,SK-OV-3
O=C(NOCCO)c1cc(CN2OCCCC2=O)c(F)c(F)c1Nc1ccc(I)cc1F,5.7*,15,59,51,58,21,46,23,52
CC1=Nc2ccccc2N=C(C)C1,129,91,105,108,105,85,102,98,114
C[C@H]1CNC[C@H]1NC(=O)c1cc2cc(Cl)c(F)c(F)c2[nH]1,101,81,86,55,95,62,78,89,94
O=C1/C(=C\C=C\c2ccccc2)CCC/C1=C/C=C/c1ccccc1,119,.,109,104,110,109,96,110,107
Cn1cc(-c2nc(-c3c[nH]c4c(Cl)nccc34)cs2)c2cc(Br)ccc21,90,93,80,81,98,102,79,100,96
COc1ccc(/C(=C\c2cc(OC)c(OC)c(OC)c2)C(=O)Nc2nc3ccc(N)cc3s2)cc1OC,101,91,107,86,90,97,86,95,99
O=C(CCc1nnc2sc(/C=C\c3ccccc3)nn12)c1nc2ccccc2[nH]1,91,.,97,.,90,96,95,73,97
O=C(O)c1cc(/C=C/c2ccccc2)c2sc(=O)[nH]c2n1,111,101,108,99,106,100,91,105,100
Cc1cccc(Cc2ccc(Cl)cc2)c1O,133,113,110,99,109,98,87,95,109
O=C1c2cccc3cccc(c23)C(=O)N1N1C(=O)c2cccc3c(NC4CCCCC4)ccc(c23)C1=O,103,96,99,94,95,102,88,90,92

# Continued.
SMILES,COLO 205,NCI-H322M,NCI-H460,NCI-H226,NCI/ADR-RES,IGROV1,NCI-H522,NCI-H23,SK-OV-3
NC(=NCc1ccccc1)C(N=Nc1ccccc1)C(=O)NCc1ccccc1 (centres undefined),80,101,50,109,50,82,63,65,96
Cn1cc(-c2nc(N)nnc2-c2cncc(Br)c2)c2cc(F)ccc21,125,87,95,77,74,85,81,92,96
c1ccc2cc(Cn3c(-c4cccc5ccccc45)[n+](Cc4ccc5ccccc5c4)c4c5ccccc5c5ccccc5c43)ccc2c1,-85*,-25*,-72*,-66*,18,-72*,-64*,-61*,-79*
CC(=O)OC(C(=O)Nc1nncs1)c1ccccc1 (centres undefined),111,96,105,111,100,102,.,100,110
Cc1cc2c(c(C)c1Cl)C(=O)/C(=C/c1ccc(O)c(O)c1)O2,114,104,100,93,104,97,87,95,.
COc1cc(/C=C/C(=O)c2sc(N)nc2C)cc(OC)c1O,109,97,105,104,104,109,101,98,95
N=c1ccc(=Nc2ccc(N)c3c(O)c4ccccc4c(O)c23)c2c(=O)c3ccccc3c(=O)c1=2,84,123,106,101,114,91,108,110,123
Cc1ccc(S(=O)(=O)NCCC(CC(C)c2cc3ccccc3o2)OCc2ccccc2)cc1 (centres undefined),120,101,106,105,112,102,101,.,123
COc1cc2c(cc1OC)C(C)N(S(N)(=O)=O)CC2 (centres undefined),111,105,111,79,97,98,98,87,103
CCOC(=O)c1cc(=O)[nH]c(Nc2nc3ccccc3s2)n1,113,106,111,99,103,93,101,103,104

# Reformatted: results already given.
# Values run as follows: COLO 205	NCI-H322M	NCI-H460	NCI-H226	NCI/ADR-RES	IGROV1	NCI-H522	NCI-H23	SK-OV-3
> NC(=NCc1ccccc1)C(N=Nc1ccccc1)C(=O)NCc1ccccc1 (centres undefined)
→ 80	101	50	109	50	82	63	65	96
> Cn1cc(-c2nc(N)nnc2-c2cncc(Br)c2)c2cc(F)ccc21
→ 125	87	95	77	74	85	81	92	96
> c1ccc2cc(Cn3c(-c4cccc5ccccc45)[n+](Cc4ccc5ccccc5c4)c4c5ccccc5c5ccccc5c43)ccc2c1
→ -85*	-25*	-72*	-66*	18	-72*	-64*	-61*	-79*
> CC(=O)OC(C(=O)Nc1nncs1)c1ccccc1 (centres undefined)
→ 111	96	105	111	100	102	.	100	110
> Cc1cc2c(c(C)c1Cl)C(=O)/C(=C/c1ccc(O)c(O)c1)O2
→ 114	104	100	93	104	97	87	95	.
> COc1cc(/C=C/C(=O)c2sc(N)nc2C)cc(OC)c1O
→ 109	97	105	104	104	109	101	98	95

# (list continues)
SMILES,COLO 205,NCI-H322M,NCI-H460,NCI-H226,NCI/ADR-RES,IGROV1,NCI-H522,NCI-H23,SK-OV-3
CCOc1nnc2c3ccccc3n(C)c2n1,113,112,103,90,107,100,97,.,99
Clc1ccc(CSc2cc(SCc3ccc(Cl)cc3Cl)nc(SCc3ccc(Cl)cc3Cl)n2)c(Cl)c1,146,105,111,116,117,110,105,117,110
COc1ccc([C@H]2[C@H](C(=O)Nc3cccc(C)n3)c3ccccc3C(=O)N2c2ccc(OC)cc2)cc1,76,102,90,99,91,88,100,87,101
CCCCCC(=O)OC/C=C/c1ccccc1,102,100,105,98,98,99,92,100,97
Cc1nc2ccccc2n1C(=O)CN=C1CC(=O)NN1,114,104,103,99,99,99,86,97,95
Cc1cc(=O)[nH]c(N=Nc2c(O)[nH]c3ccccc23)n1,90,123,105,98,108,93,103,100,112
CCOP(=O)(OCC)/C(=C\n1c(=S)[nH]c2cc(C)ccc21)C(=O)OC,92,107,103,89,105,100,99,93,95
CNCC(O)c1cccc(O)c1 (centres undefined),108,112,107,97,98,102,82,98,104
Nc1nc2ccccc2c(=O)[nH]1,113,96,106,93,104,104,103,105,121
Cc1ccc(-n2cc(/C=N/NC(=O)c3ccncc3)c(-c3ccc(S(C)(=O)=O)cc3)n2)cc1,104,94,101,101,52,78,69,83,96

# (continued)
SMILES,COLO 205,NCI-H322M,NCI-H460,NCI-H226,NCI/ADR-RES,IGROV1,NCI-H522,NCI-H23,SK-OV-3
N#CCCC(CCC#N)c1ccccc1,121,126,106,94,109,110,.,113,105
CC[C@]12C=CCN3CC[C@@]4(c5ccc(OC)cc5N(C)[C@H]4[C@@](O)(C(=O)OC)[C@@H]1OC(=O)CCCCOc1cc(O)c4c(=O)cc(-c5ccccc5)oc4c1)[C@@H]32,86,96,27,75,94,75,76,87,107
CC(C=O)Cc1ccc(C2CCCCC2)cc1 (centres undefined),105,91,108,99,102,99,.,96,107
NC(=O)c1cc[n+](CC2=C(C(=O)O)N3C(=O)C(NC(=O)C(c4ccccc4)S(=O)(=O)[O-])C3SC2)cc1 (centres undefined),112,98,112,111,108,104,99,108,115
COc1cccc(C2=NN(c3ccc(-c4ccccc4)nn3)C(c3cccc(C)c3)C2)c1 (centres undefined),100,91,98,85,95,72,89,86,93
CCCn1c(=S)sc2c(NNC(C)=O)nc(C)nc21,126,101,101,97,101,37,91,99,100
C=C(C)[C@@H]1CC[C@]2(C(=O)N3CCOCC3)CC[C@]3(C)[C@H](CC[C@@H]4[C@@]5(C)C/C(=C/c6ccncc6)C(=O)C(C)(C)[C@@H]5CC[C@]43C)[C@@H]12,51,87,50,43,72,71,50,62,74
O=C1Nc2ccccc2C12C(=O)Oc1ccccc12 (centres undefined),119,107,105,95,105,103,106,.,129
O=C(CN1CCN(c2cc3c(cc2F)c(=O)c(C(=O)O)cn3C2CC2)CC1)Nc1nnc(-c2ccc(Cl)cc2)s1,78,99,103,99,95,97,83,94,81
O=S(=O)(c1ccc(Br)cc1)n1ccc(-c2ccc(OCCCF)cc2)n1,102,104,90,81,79,89,79,80,106

# Fetched by compound from the entries so far, 7 records:
SMILES,COLO 205,NCI-H322M,NCI-H460,NCI-H226,NCI/ADR-RES,IGROV1,NCI-H522,NCI-H23,SK-OV-3
CCCn1c(=S)sc2c(NNC(C)=O)nc(C)nc21,126,101,101,97,101,37,91,99,100
C=C(C)[C@@H]1CC[C@]2(C(=O)N3CCOCC3)CC[C@]3(C)[C@H](CC[C@@H]4[C@@]5(C)C/C(=C/c6ccncc6)C(=O)C(C)(C)[C@@H]5CC[C@]43C)[C@@H]12,51,87,50,43,72,71,50,62,74
COc1cccc(C2=NN(c3ccc(-c4ccccc4)nn3)C(c3cccc(C)c3)C2)c1 (centres undefined),100,91,98,85,95,72,89,86,93
O=S(=O)(c1ccc(Br)cc1)n1ccc(-c2ccc(OCCCF)cc2)n1,102,104,90,81,79,89,79,80,106
N#CCCC(CCC#N)c1ccccc1,121,126,106,94,109,110,.,113,105
O=C1Nc2ccccc2C12C(=O)Oc1ccccc12 (centres undefined),119,107,105,95,105,103,106,.,129
O=C(CN1CCN(c2cc3c(cc2F)c(=O)c(C(=O)O)cn3C2CC2)CC1)Nc1nnc(-c2ccc(Cl)cc2)s1,78,99,103,99,95,97,83,94,81

# Further results:
SMILES,COLO 205,NCI-H322M,NCI-H460,NCI-H226,NCI/ADR-RES,IGROV1,NCI-H522,NCI-H23,SK-OV-3
Nc1ccc([N+](=O)[O-])cc1C(=O)C(=O)N1CCOCC1,106,101,115,99,101,101,100,101,110
S=C(SCc1ccc(-c2ccccc2-c2nn[nH]n2)cc1)n1cncn1,101,95,113,104,102,94,77,99,103
COC(=O)Cn1ccnc1[N+](=O)[O-],106,107,108,99,106,113,101,98,108
CSc1nc2c(=O)[nH]c(=O)[nH]c2n1-c1ccccc1,106,.,106,99,113,98,93,100,99
NC(=O)SCC(=O)Nc1ccc(-c2ccc(NC(=O)CSC(N)=O)cc2)cc1,98,94,101,99,97,101,79,96,85
COC(=O)c1nc(=S)[nH]c(C(=O)OC)c1C(=O)c1ccc(N2CCN(c3ccc(C(=O)c4c(C(=O)OC)nc(=S)[nH]c4C(=O)OC)cc3)CC2)cc1,124,108,114,102,110,116,99,104,111
Cc1c(-c2csc3nnc(-c4ccccc4)n23)no[n+]1[O-],121,96,102,89,96,95,83,95,96
CC(=O)[C@@]1(O)CC[C@H]2[C@@H]3CC[C@@H]4C[C@H](O)CC[C@]4(C)[C@H]3C(=O)C[C@@]21C,114,.,121,93,106,.,.,97,109
C=CCc1cc(OC)c(O)c(OC)c1,105,124,108,94,100,113,92,105,103
CSc1nc2ccc(C)cc2cc1/C=C1/C=C(c2ccccc2)OC1=O,113,86,107,97,96,90,97,90,98

# (more compounds)
SMILES,COLO 205,NCI-H322M,NCI-H460,NCI-H226,NCI/ADR-RES,IGROV1,NCI-H522,NCI-H23,SK-OV-3
Clc1ccc2c(c1)nc1n2CCCC1,128,117,102,119,101,102,99,101,109
CCOc1ccccc1/C=N\N=C(\N)N/N=C/c1ccccc1OCC,29,.,.,59,3.6*,.,7.4*,24,10
COc1ccccc1N1CCN(C(=O)Nc2ccc(S(N)(=O)=O)cc2)CC1,113,103,101,96,119,115,93,117,101
Clc1cccc(-c2cc(Cn3cc(-c4ccncc4)cn3)on2)c1,127,115,105,92,93,110,88,98,109
O=c1c2ccccc2nc(COc2ccccc2)n1/N=C/c1ccc(Br)cc1,129,97,112,126,79,88,85,90,100
CCCC(=O)Nc1cc([N+](=O)[O-])c([N+](=O)[O-])cc1OC,103,89,111,114,105,97,70,109,92
COc1cc(/C=C/C(=O)c2ccc3c(c2)OCCO3)c(Cl)c(OC)c1OC,109,100,79,94,78,103,89,86,109
CC(C)(C)c1ccc(OCCCCCl)cc1,112,104,102,107,108,101,94,104,120
O=C(c1ccc(O)cc1O)c1ccc(O)cc1O,138,115,122,113,106,125,109,105,138
Cc1nc2sc(C(=O)Nc3cccc(Cl)c3)c(N)c2cc1C(=O)c1ccccc1,108,105,90,117,101,96,88,100,79

# (cont.)
SMILES,COLO 205,NCI-H322M,NCI-H460,NCI-H226,NCI/ADR-RES,IGROV1,NCI-H522,NCI-H23,SK-OV-3
N#Cc1cnn(-c2ccc(-c3ccc(Cl)cc3)nn2)c1N,104,93,96,105,105,102,79,97,.
O=C(CCCCCCN1CC(=O)N2[C@@H](c3ccc(Br)cc3)c3[nH]c4ccccc4c3C[C@H]2C1=O)NO,59,68,48,88,84,48,30,65,85
O=C(Cn1cc(-c2ccccc2)nn1)Nc1nc2ccccc2s1,109,.,104,104,101,93,93,97,97
COC(=O)CCC1=C(CC(=O)OC)c2ccccc2CC1,118,99,112,97,108,104,92,105,119
NS(=O)(=O)c1ccc(C(=O)NN2C(=O)c3ccccc3C2=O)cc1,108,110,112,111,112,113,100,105,117
Cc1c(C(=O)NNC(=O)c2ccccc2)sc2ncc(-c3ccc(Br)cc3)n12,132,105,107,97,106,102,99,94,113
O=[N+]([O-])c1ccc(N=Cc2ccccc2)cc1,105,79,105,103,100,85,97,103,98
O=C(CSC1CCc2ccccc21)N/N=C/c1ccco1 (centres undefined),112,112,102,.,107,109,104,101,109
Nc1cc2c(cc1Br)-c1ccccc1C2=O,.,100,103,90,101,95,101,89,94
COc1cccc(OC)c1C(=O)O,101,100,103,116,101,102,102,97,98
COC(=O)CC[C@@H]1O[C@@H](c2ccccc2)[C@@H](I)[C@H]1O,107,94,105,104,107,104,102,96,111

# A few values from the entries so far.
# O=[N+]([O-])c1ccc(N=Cc2ccccc2)cc1 – IGROV1: 85
# Cc1c(C(=O)NNC(=O)c2ccccc2)sc2ncc(-c3ccc(Br)cc3)n12 – COLO 205: 132
